GPR151 ag = activates the human receptor GPR151; PathHunter beta-arrestin GPR151 cells, luminescence; Q8TDV0; hit rate 1% among 650,000; activation, % at 11.2 µM; AID 1508602; in the data active = activation above about 4.9%;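 also: 0% = median of compound wells and 100% = cells with positive control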
Target sequence (Q8TDV0 whole entry, looked up): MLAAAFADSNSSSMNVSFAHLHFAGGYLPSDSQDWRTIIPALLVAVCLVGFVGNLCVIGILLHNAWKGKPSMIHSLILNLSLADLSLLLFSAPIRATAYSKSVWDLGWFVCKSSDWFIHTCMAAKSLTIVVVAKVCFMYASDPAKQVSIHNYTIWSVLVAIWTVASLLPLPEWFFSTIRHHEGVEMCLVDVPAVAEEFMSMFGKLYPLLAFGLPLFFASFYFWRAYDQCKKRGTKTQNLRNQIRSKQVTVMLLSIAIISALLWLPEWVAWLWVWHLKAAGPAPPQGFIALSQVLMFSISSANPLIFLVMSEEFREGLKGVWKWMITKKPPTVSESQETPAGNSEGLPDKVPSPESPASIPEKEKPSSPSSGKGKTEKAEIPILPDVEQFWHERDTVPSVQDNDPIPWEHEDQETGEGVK
TEAD-YAP inh = TEAD-YAP interaction inhibition. hit rate 1.4% among 640,000. AID 1259422. inhibition, % at 9.12 µM. HEK-TIYL cells, TEAD-Gal4/YAP UAS-luciferase luminescence; in the data active = inhibition above about 32%;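 also: 0% = median of test compound wells and 100% = reference inhibitor wells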
MITF inh = inhibitors of human MITF | O75030 | AlphaScreen MITF homodimerization, bead proximity signal | inhibition, % at 2.6 µM | hit rate 0.91% among 650,000 | AID 1259374; in the data active = inhibition above about 50%;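 also: 0% = vehicle wells with protein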
Target sequence (O75030 whole entry, looked up): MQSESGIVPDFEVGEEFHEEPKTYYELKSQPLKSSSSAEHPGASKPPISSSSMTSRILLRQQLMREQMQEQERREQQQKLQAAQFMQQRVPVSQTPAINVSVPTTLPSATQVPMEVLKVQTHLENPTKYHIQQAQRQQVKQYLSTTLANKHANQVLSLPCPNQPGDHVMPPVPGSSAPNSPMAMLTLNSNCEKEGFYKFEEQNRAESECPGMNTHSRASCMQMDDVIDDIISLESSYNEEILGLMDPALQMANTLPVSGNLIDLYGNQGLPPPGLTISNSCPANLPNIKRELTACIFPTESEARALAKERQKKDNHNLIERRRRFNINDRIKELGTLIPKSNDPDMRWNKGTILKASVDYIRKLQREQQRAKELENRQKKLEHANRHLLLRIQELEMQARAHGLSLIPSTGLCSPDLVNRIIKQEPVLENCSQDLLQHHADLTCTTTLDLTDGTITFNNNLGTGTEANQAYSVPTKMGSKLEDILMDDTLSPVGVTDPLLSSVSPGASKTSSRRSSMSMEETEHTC
FBW7 activator = activators of human E3 ligase FBW7; Q969H0; AlphaScreen FBW7–phospho-cyclin E peptide binding, activator screen; normalized activity (activation), % at 26.1 µM; hit rate 0.13% among 650,000; in the data active = normalized activity above about 1.9%;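 also: purified mutant Fbw7 with reduced substrate affinity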
An asterisk follows results filed as active.

Every second line gives: GPR151 ag	FBW7 activator	MITF inh	TEAD-YAP inh
- COc1ccc2nc(NC(=O)Cn3cnc4scc(-c5ccc(C)cc5)c4c3=O)sc2c1
→ 0.1	-0.1	1	-7
- O=C(Nc1ccc(Br)cc1F)c1ccc(Cl)cc1[N+](=O)[O-]
→ -0.5	-0.3	18	-8
- Cc1ccc(NCC(=O)N/N=C\C=C\c2ccco2)cc1
→ 2.6	0.0	-10	-6
- COc1ccc(Cl)cc1NC(=O)CSc1nc2[nH]ncc2c(=O)[nH]1
→ 0.2	0.1	-8	3
- CC(=O)c1cccc(OCCCN2CCOCC2)c1
→ 1.7	-0.1	25	-3
- CC(C)c1ccc(C2(O)C(=O)Nc3ccccc32)c(O)c1 (stereo not given)
→ 0.4	0.0	5	1
- O=C(O)CC1(CC(=O)Nc2ccc3c(c2)C(=O)OC3)CCCCC1
→ 0.4	-0.3	-7	-3
- Cc1cc(=O)[nH]c(N/N=C/c2ccc(Sc3nncn3C)c([N+](=O)[O-])c2)n1
→ -2.5	-0.1	7	-1
- Cc1nc(NCc2ccccc2F)sc1-c1ccn(CCN2CCOCC2)n1
→ 0.4	0.3	9	-8
- COC(=O)Cn1ncc2c(C)n(Cc3ccccc3)c(C)c2c1=O
→ 1.2	0.1	5	-29
- N#C/C(=C\c1ccc(-c2ccccc2C(=O)O)o1)C(=O)NCc1ccco1
→ -0.7	-0.9	76*	-3
- COCc1ccc(C(=O)N2CCC(CCC(=O)Nc3cccc(C)c3)CC2)s1
→ -0.4	-0.1	7	14
- CCCn1nnnc1SCC(=O)NNC(=O)c1ccco1
→ 0.3	-0.2	-7	1
- COc1ncnc(Nc2ccc(NC(C)=O)cc2)c1[N+](=O)[O-]
→ -4.5	0.1	25	-25
- CCOCCc1c(O)nc(SCC(=O)Nc2nc3ccccc3s2)[nH]c1=O
→ -0.7	0.0	-3	7
- Cc1ccc(SCC(=O)Nc2ccc(S(N)(=O)=O)cc2)cc1
→ 0.0	-0.2	-7	-10
- CCCN1C(=O)C2(OCCO2)c2ccccc21
→ -0.8	1.6	15	-11
- CC1CCCCN1C(=O)c1nn2c(c1Cl)NC(c1cccs1)CC2C(F)(F)F (stereo not given)
→ 2.5	-0.1	-3	13
- CCN1CCN(S(=O)(=O)c2ccc3c(c2)NC(=O)CC(=O)N3)CC1
→ -2.2	0.2	16	-5
- CCOc1ccc(Oc2cc(NC(=O)c3cc4nc(-c5ccccc5)cc(C)n4n3)cc([N+](=O)[O-])c2)cc1
→ 0.3	0.1	-3	-8
- COc1ccc(NC(=O)CN2CCN(CC#N)CC2)cc1
→ 3.3	0.3	-9	11
- O=C(O)C1CSC(c2cccc(OCc3ccc(Cl)cc3Cl)c2)N1 (stereo not given)
→ -0.4	0.1	0	-132
- CCN(CC)c1nc(C)nc2sc(C(=O)Nc3cnc4ccccc4c3)c(C)c12
→ 1.0	0.0	-1	-8
- Cc1cc(C)c2nc(NCCCNC(=S)NCCCN(C)C)c(C#N)cc2c1
→ 0.4	0.0	-10	3
- O=C1c2ccccc2C(=O)N1CCCCCCBr
→ -0.3	0.3	-1	-11
- O=C(O)C12CC3CCC(CC(C3)C1)C2
→ 1.4	0.1	1	5
- CC1=C(C(=O)OCCc2ccccc2)C(c2cccc(Cl)c2)C2=C(CC(c3ccccc3)CC2=O)N1 (stereo not given)
→ -0.4	0.0	-5	1
- CCc1ccc(OCC(=O)N/N=C/c2ccc(Br)s2)cc1
→ -0.4	0.0	7	-4
- Cc1cc(NC2CCCc3ccccc32)n2ncnc2n1 (stereo not given)
→ -1.6	0.1	-1	3
- CCC(=O)N[C@@H]1c2ccccc2C2(CCN(Cc3ccc4nsnc4c3)CC2)[C@H]1OC
→ -0.3	0.4	14	13

Three successive entries out of the list so far:
Every second line gives: GPR151 ag	FBW7 activator	MITF inh	TEAD-YAP inh
- O=C1c2ccccc2C(=O)N1CCCCCCBr
→ -0.3	0.3	-1	-11
- O=C(O)C12CC3CCC(CC(C3)C1)C2
→ 1.4	0.1	1	5
- CC1=C(C(=O)OCCc2ccccc2)C(c2cccc(Cl)c2)C2=C(CC(c3ccccc3)CC2=O)N1 (stereo not given)
→ -0.4	0.0	-5	1

Following part
Every second line gives: GPR151 ag	FBW7 activator	MITF inh	TEAD-YAP inh
- Cc1cccc(Cc2nnc(CCC(=O)NCCCc3ccccc3)o2)c1
→ -1.2	0.8	8	1
- O=C(Nc1ccc(Br)cc1)C(=O)N1CCOCC1
→ -0.8	-0.2	17	-40
- O=C(Nc1ccc(Cc2ccncc2)cc1)Nc1cc(F)c(F)cc1Cl
→ 0.5	-0.1	3	15
- CN1CCN(c2ccccc2NC(=O)c2ccc(-c3ccccc3[N+](=O)[O-])o2)CC1
→ 1.4	-0.3	-10	-7
- COC(=O)C1=C(C)N(C(C)C)C(=O)/C1=C\c1ccccc1[N+](=O)[O-]
→ -0.2	-0.1	13	-40
- COCC(O)CNC(=O)c1ccc(OC2CCN(Cc3ccccn3)CC2)cc1 (stereo not given)
→ 1.3	0.0	2	-8
- CC(C)(CO)Cn1c(=O)[nH]c2ncc(-c3cccc(NS(C)(=O)=O)c3)nc21
→ 0.1	-0.3	2	-2
- CCOC(=O)CNC(=O)Cn1c(=O)n(-c2ccc(C)cc2)c(=O)c2oc3ccccc3c21
→ -0.1	-0.1	7	10
- CC(C)n1c(NC2CCCCC2)nc2c1c(=O)n(C)c(=O)n2C
→ -0.8	-0.3	1	1
- COc1ccc(CNC(=O)CCc2cn(C)c3ccccc23)cc1
→ 0.2	-0.1	-2	0
- CCCCc1nnc(NC(=O)CSc2nc3ccccc3[nH]2)s1
→ -2.0	0.0	14	0
- Cc1ccc(NC(=O)CN(C)S(=O)(=O)c2ccc(Br)s2)cc1F
→ -0.8	-0.1	0	-4
- O=[N+]([O-])c1cccc2c1NC(c1ccccc1Br)C1CC=CC21 (stereo not given)
→ -0.4	-0.2	22	-9
- COc1ccc(CNC(=O)c2ccc(N3CC4CC(C3)c3cccc(=O)n3C4)c(NC(=O)c3ccc(C(C)(C)C)cc3)c2)cc1 (stereo not given)
→ 0.2	0.1	-8	11
- COc1ccc(C(=O)NC(=S)Nc2cc(C(=O)O)ccc2C)cc1OC
→ -1.2	0.0	11	-3
- O=C(CCc1ccccc1)Nc1ccc(Br)cc1
→ 3.4	0.1	-19	-47
- CCn1cc(S(=O)(=O)c2ccc(OC)cc2)c(=O)c2cc(F)c(N3CCCC3)cc21
→ 0.5	0.2	8	-4
- CCC(Sc1nnc(-c2ccncc2)n1C)C(=O)Nc1c(C)cccc1C (stereo not given)
→ 0.1	0.1	-16	0
- COc1ccc2cc3c(N)nn(C(=O)CCS(=O)(=O)c4ccccc4)c3nc2c1
→ 0.3	0.0	-3	23
- CC(=O)C(Sc1cc(C)nc(N)n1)C(=O)Nc1ccccc1 (stereo not given)
→ 0.3	-0.2	-5	-14
- CCN(CC)S(=O)(=O)c1ccc(C(=O)NCc2nnc(SCC(=O)Nc3nccs3)n2-c2ccc(F)cc2)cc1
→ 1.2	0.5	6	10
- CN(Cc1nc2ccccc2s1)C(=O)CCl
→ -0.5	-0.1	-7	30
- CCOC(=O)c1ccc(S(=O)(=O)N2CCN(CCO)CC2)cc1
→ 1.2	0.1	-5	4
- COc1ccc(CNC(=O)c2ccc3c(=O)n(-c4ccc(OC)cc4OC)c(=S)[nH]c3c2)cc1
→ -0.1	-0.2	-2	-8
- O=C(CCNc1ccc(F)c(Cl)c1)c1ccccc1
→ -0.8	0.0	-11	0
- CC(C)(C)c1nnc(SCc2ccc([N+](=O)[O-])cc2)n(N)c1=O
→ 1.1	-0.2	4	-6
- COc1ccc(-c2cccc(C(=O)Nc3ccc(N4CCOCC4)cc3)n2)cn1
→ -1.5	0.2	3	8
- Cc1c(NC(=S)Nc2ccc3c(c2)OCO3)c(=O)n(-c2ccccc2)n1C
→ 0.4	-0.1	12	-11
- O=C(CNc1ccccc1)N/N=C/c1cccc(O)c1
→ 0.5	0.0	-26	3
- COC(=O)c1ccc2c(=O)n(Cc3ccco3)c(SCC(=O)Nc3ccccc3Cl)nc2c1
→ -0.5	0.2	29	-6
- CC1=C(C#N)C(c2ccc(F)cc2)C2=C(CC(c3ccccc3)CC2=O)N1 (stereo not given)
→ -0.3	0.1	3	27
- CCC1CCCCN1S(C)(=O)=O (stereo not given)
→ 1.5	0.3	18	-17
- C=CCNC(=O)C(=O)NCC1OCCCN1S(=O)(=O)c1cc(C)ccc1C (stereo not given)
→ -0.2	0.0	-10	1
- CC(=O)N(Cc1ccc(F)cc1)Cc1cc2cc3c(cc2[nH]c1=O)OCO3
→ -0.1	-0.2	4	2
- CCc1[nH]nc2c1C1(C(C#N)=C(N)O2)c2ccccc2-c2ccccc21
→ -1.0	0.1	-1	6
- COc1ccc(NC2CS(=O)(=O)CC2OC(=O)c2ccccc2F)cc1 (stereo not given)
→ 2.5	0.1	-9	-3
- Cc1cc(C(=O)N/N=C/c2ccc(-c3cccc(C(=O)O)c3)o2)n[nH]1
→ -1.1	0.6	8	-9
- O=C(COc1ccc(/C=N/NC(=O)C(=O)N2CCCCC2)cc1)Nc1ccccc1Cl
→ -0.3	-0.1	-3	-20
- CCCCCn1c(SCc2ccccn2)nc2cc(C(=O)NC3CCCCC3)ccc2c1=O
→ -0.3	0.1	2	-3
- CCOc1ccc(C(=O)Oc2cc(N)n(S(=O)(=O)c3ccc(F)cc3)n2)cc1
→ -1.0	-0.1	2	0
- CCOP(=O)(OCC)c1nc(-c2ccccc2)oc1NCc1ccc(F)cc1
→ -0.3	0.0	7	12
- CCC(C)NC(=O)C1CCN(c2nc3ccccc3s2)CC1 (stereo not given)
→ 0.8	-0.1	9	-19
- COc1ccc(Cl)cc1NC(=O)c1sc2nc(C)nc(N(C)c3ccc(C(C)C)cc3)c2c1C
→ 0.6	-0.2	-7	3
- CCN(CC)C(=O)C1CCCN(C(=O)Cn2nnnc2CN2CCCCCC2)C1 (stereo not given)
→ -0.3	0.1	5	7
- CC(C)n1c(SCC(=O)Nc2cc(C(N)=O)cc(C(N)=O)c2)nc2ccccc21
→ 1.3	-0.1	8	3
- O=C(NCc1ccccc1)c1ccc(CN2CCOCC2)cc1
→ 1.6	0.0	-2	-19
- O=C(NNc1ccccc1)C(=O)NNS(=O)(=O)c1ccc([N+](=O)[O-])cc1
→ -0.7	-0.1	13	7
- COc1cc([N+](=O)[O-])ccc1-c1ccc(C=C2C(=O)OC3(CCCC3)OC2=O)o1
→ -1.2	0.7	19	15
- CN1CCN(c2ccc(-c3ncc(C(=O)NCCCN4CCCC4=O)s3)cc2)CC1
→ 0.0	-0.1	-4	-9
- CCOC(=O)C1=C(C)N=C2SCC(=O)N2C1c1ccc(OC)c2ccccc12 (stereo not given)
→ 2.4	-0.1	2	7
- CCc1ccc(NC(=O)c2cc(C(C)C)on2)cc1
→ 0.8	0.0	0	-84
- O=C(CSc1nc2c(c(=O)[nH]1)CCC2)NC1CCCC1
→ -0.7	-0.1	1	-8
- NC(=O)c1ccc(NC(=O)c2ccccc2S(=O)(=O)c2ccccc2[N+](=O)[O-])cc1
→ -0.4	-0.2	-6	-5
- COc1ccccc1CNCc1cc(C)ccc1C
→ -0.1	-0.1	34	-1
- COc1ccccc1C(=O)Nc1cccc(NC(=O)c2ccccc2OC)n1
→ -0.1	0.2	-20	4
- COc1ccc(/C=C2/C(=O)NC(=O)N(c3ccc(C)cc3)C2=O)c(OC)c1OC
→ 0.4	0.0	5	0
- CN(Cc1ccccc1)C(=O)CN(C)S(=O)(=O)c1ccc2[nH]c3c(c2c1)CCCC3
→ 1.8	-0.1	-4	-5
- COC(=O)c1c(C)oc2cc(Br)c(O)c(C=O)c12
→ 0.1	0.4	-3	-1
- COC(=O)Cc1c(C)c2ccc(OCC(=O)c3cccc([N+](=O)[O-])c3)c(C)c2oc1=O
→ -1.2	-0.1	-3	4
- CCn1nnnc1SCC(=O)c1ccc2c(c1)OCCO2
→ -1.1	0.1	9	-8

Following part
Every second line gives: GPR151 ag	FBW7 activator	MITF inh	TEAD-YAP inh
- CC1CC(=O)Nc2ccccc2N1C(=O)CN1CCN(c2ccccc2)CC1 (stereo not given)
→ -0.8	0.1	10	4
- Cc1sc(NC(=O)CN(C(=O)C2CCC2)C2CCCC2)c(C(N)=O)c1C
→ 0.9	-0.1	6	5
- Cn1c(SCC(=O)Nc2cccc3ccccc23)nc2c(c1=O)SCC2
→ 0.3	0.4	13	18
- COc1cc(OC)c(NCC(O)Cn2nnnc2-c2ccccc2)cc1Cl (stereo not given)
→ -0.6	-0.4	10	-7
- COC(=O)NC(NCCC12CC3CC(CC(C3)C1)C2)(C(F)(F)F)C(F)(F)F
→ -0.2	0.4	12	0
- Cc1ccc(S(=O)(=O)Oc2ccc(C=C3C(=O)NC(=O)NC3=O)cc2)cc1[N+](=O)[O-]
→ 1.9	0.3	10	7
- COc1ccc(/C(N)=N/OC(=O)C2CCCCC2)cc1OC
→ 2.1	0.3	8	-48
- O=C(COc1ccc(/C=N/O)cc1)N1CCOCC1
→ 0.6	0.0	9	2
- CC(C)C1N=C2c3ccccc3N=C(SCc3cc(=O)n4ccccc4n3)N2C1=O (stereo not given)
→ -0.5	0.3	-3	4
- Cc1c(N=C=S)c(=O)n(-c2ccccc2)n1C
→ -1.9	0.7	14	-3
- CCCCCCCCOC(=O)CCn1[nH]c(=O)c2ccccc2c1=O
→ -0.6	0.2	16	-8

Look-ups from above.
GPR151 ag with COc1ccc(/C(N)=N/OC(=O)C2CCCCC2)cc1OC = 2.1
FBW7 activator with Cc1sc(NC(=O)CN(C(=O)C2CCC2)C2CCCC2)c(C(N)=O)c1C = -0.1
MITF inh with COc1cc(OC)c(NCC(O)Cn2nnnc2-c2ccccc2)cc1Cl (stereo not given) = 10
FBW7 activator with CCCCCCCCOC(=O)CCn1[nH]c(=O)c2ccccc2c1=O = 0.2
MITF inh with O=C(COc1ccc(/C=N/O)cc1)N1CCOCC1 = 9

Screening results (PubChem)
